Source: PubChem BioAssay
MrgX1 agonist: agonists of human MrgX1 receptor, primary screen, HEK293 cells, Fluo-4 calcium flux; B-score at 10 µM; Fluo-4 calcium fluorescence, agonist mode; stronger effect = higher value; Mas-related G-protein coupled receptor member X1 (Homo sapiens), Q96LB2; 310,000 tested, 0.44% active;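 active means calcium response B-score plate-corrected fluorescence ratio at least 3 library SD, with starting fluorescence B-score inside 5 SD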
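Material: HEK293 cells stably expressing human MrgX1 receptor | Quantity: 15,000 cells per well | Times: Cells plated overnight, dye loaded 0.5 h 37 °C, 0.5 h room temperature | Measured by: Kinetic Fluo-4 NW fluorescence of intracellular calcium | Control set: Positive and negative controls per plate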
MrgX1 allo act: positive allosteric modulators of MrgX1, primary screen, HEK293 cells, Fluo-4 calcium flux. FDSS; stronger effect = higher value. Mas-related G-protein coupled receptor member X1 (Homo sapiens), Q96LB2. B-score at 10 µM. 310,000 tested, 0.63% active;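 active means plate-corrected calcium response at least 3 library SD above typical, normal starting fluorescence, not activating the receptor alone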;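 further: compound read alongside a low EC10 to EC30 dose of BAM8-22 agonist; peak minus trough fluorescence over baseline measured at the second addition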
TRPC6 act: mouse TRPC6 channel activators, primary screen, cell-based, HEK293, membrane potential dye; Short transient receptor potential channel 6 (Mus musculus), Q61143; B-score at 10 µM; HEK293-TRPC6 membrane potential dye fluorescence; stronger effect = higher value; 310,000 tested, 0.13% active;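 active means B-score of the integrated fluorescence ratio above library mean plus 3 SD, and starting fluorescence ratio within library mean plus 5 SD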;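 further: higher score means more depolarization so channel activation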
TMEM16A act: TMEM16A chloride channel activators or potentiators, primary screen, cell-based, HTS; Anoctamin-1 (Mus musculus), Q8BHY3; HEK293 TMEM16A/YFP-H148Q/I152L, iodide quench fluorescence; stronger effect = lower value; B-score at 10 µM; 340,000 tested, 0.3% active; AID 623877, 2012;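 active means fluorescence-ratio B-score plate-corrected deviation score at least 3 library SD below zero, with starting fluorescence score within 5 deviations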;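 further: channel opened by trigger with iodide after compound preincubation; score built on the fluorescence ratio of max minus min over baseline; more negative score means more quench and so TMEM16A activation or potentiation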
Target sequence (Q8BHY3 whole entry, looked up): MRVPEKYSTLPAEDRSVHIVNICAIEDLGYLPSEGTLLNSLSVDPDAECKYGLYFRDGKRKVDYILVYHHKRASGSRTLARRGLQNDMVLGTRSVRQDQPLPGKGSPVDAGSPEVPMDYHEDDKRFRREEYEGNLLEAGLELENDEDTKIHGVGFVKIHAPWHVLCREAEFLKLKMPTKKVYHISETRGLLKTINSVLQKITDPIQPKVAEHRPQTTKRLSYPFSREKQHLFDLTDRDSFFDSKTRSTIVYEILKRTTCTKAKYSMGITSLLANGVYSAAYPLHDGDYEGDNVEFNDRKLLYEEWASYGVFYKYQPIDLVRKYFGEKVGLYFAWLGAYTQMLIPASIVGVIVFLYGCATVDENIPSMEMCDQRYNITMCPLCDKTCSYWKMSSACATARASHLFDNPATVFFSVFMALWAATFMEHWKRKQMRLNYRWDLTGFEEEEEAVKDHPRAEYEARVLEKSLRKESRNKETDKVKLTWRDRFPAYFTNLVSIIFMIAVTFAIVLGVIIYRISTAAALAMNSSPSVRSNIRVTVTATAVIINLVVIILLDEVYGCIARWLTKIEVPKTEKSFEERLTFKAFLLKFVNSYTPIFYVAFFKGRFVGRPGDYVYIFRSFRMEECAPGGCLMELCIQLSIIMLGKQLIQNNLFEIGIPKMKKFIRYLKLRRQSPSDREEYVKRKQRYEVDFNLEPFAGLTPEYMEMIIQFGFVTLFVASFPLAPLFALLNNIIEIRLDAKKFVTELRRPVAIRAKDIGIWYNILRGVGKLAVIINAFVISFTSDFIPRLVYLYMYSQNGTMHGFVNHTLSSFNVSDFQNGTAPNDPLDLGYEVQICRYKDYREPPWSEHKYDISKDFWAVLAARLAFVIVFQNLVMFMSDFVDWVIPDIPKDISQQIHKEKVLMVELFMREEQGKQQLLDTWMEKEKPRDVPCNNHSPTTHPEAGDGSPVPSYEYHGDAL
TRPC6 inh: mouse TRPC6 channel inhibitors, primary screen, cell-based, HEK293, membrane potential dye; Short transient receptor potential channel 6 (Mus musculus), Q61143; ACh-evoked depolarization; stronger effect = lower value; B-score at 10 µM; 310,000 tested, 1.1% active;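 active means B-score under library mean minus 3 SD, initial fluorescence not abnormally high, positive integrated signal ratio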;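 further: B-score derived from integrated fluorescence ratio over the kinetic read; more negative B-score means stronger inhibition of depolarization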
TRPC4 potent: positive allosteric modulators of TRPC4, primary screen, cell-based, mouse TRPC4beta, HEK293 mu-opioid, Fluo-4 calcium; Short transient receptor potential channel 4 (Mus musculus), Q9QUQ5; DAMGO EC20, Fluo-4 Ca2+ flux; stronger effect = higher value; B-score at 10 µM; 310,000 tested, 0.42% active;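 active means B-score of calcium response area above 5 SD of library B-scores, with initial fluorescence ratio within 5 SD of library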;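 further: B-score of integrated fluorescence ratio over time as area under calcium response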
TMEM16A inh: TMEM16A chloride channel inhibitors, primary screen, cell-based, HTS | Anoctamin-1 (Mus musculus), Q8BHY3 | HEK293 TMEM16A/YFP iodide influx fluorescence, ionomycin | 310,000 tested, 1.2% active | normalized B-score (activity score, 25-100; higher = stronger inhibition) at 10 µM;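 active means ratio plate-corrected score three or more library SD toward inhibition, starting fluorescence score within five deviations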;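 further: score derived from kinetic fluorescence span divided by baseline fluorescence per well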
MrgX1 antagonist: antagonists of human MrgX1 receptor, primary screen, HEK293 cells, Fluo-4 calcium flux | Mas-related G-protein coupled receptor member X1 (Homo sapiens), Q96LB2 | BAM8-22 antagonism; stronger effect = lower value | B-score at 10 µM | 310,000 tested, 1.3% active;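 active means calcium-response B-score plate-corrected more than 3 library SD below zero, starting fluorescence within 5 deviations, no agonist response on first addition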;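 further: peak minus trough fluorescence over baseline after final BAM8-22 challenge near maximal dose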
TRPC4 act: activators of mouse TRPC4 channel, primary screen, Fluo4 calcium, HEK293 TRPC4beta/mu-opioid cells; Short transient receptor potential channel 4 (Mus musculus), Q9QUQ5; Fluo4 calcium fluorescence; stronger effect = higher value; B-score at 10 µM; 310,000 tested, 0.49% active;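 active means B-score above 5 SD of library B-scores, and initial fluorescence ratio not above library mean plus 5 SD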;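 further: positive B-score marks a calcium rise read as TRPC4 activation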
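System: HEK293 cells stably co-expressing mouse TRPC4beta and mu-opioid receptor; Schedule: Fluo4 dye loading 45 min at room temperature, 110 s recording; Detection: Fluo4 fluorescence, kinetic; Evaluation: B-scored integrated calcium fluorescence ratio; Controls: buffer (low) and maximal DAMGO (high).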
TRPC4 block: inhibitors of mouse TRPC4 channel, primary screen, Fluo4 calcium, HEK293 TRPC4beta/mu-opioid cells; DAMGO-evoked Fluo4 calcium flux; stronger effect = lower value; B-score at 10 µM; 300,000 tested, 0.39% active;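 active means B-score over 3 SD under the library average, no early fluorescence shift, positive overall ratio signal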
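Assay system: HEK293 cells with stable TRPC4beta plus mu-opioid receptor expression. Dosing: single dose. Measured by: Fluo4 Ca2+ flux fluorescence. Also added: DAMGO in two steps, submaximal then maximal. Read-out: B score from integrated Fluo4 fluorescence ratio.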
SKKanGAS inh: S. pyogenes SKKanGAS growth inhibitors in kanamycin, primary screen, streptokinase expression inhibitor project, SKKanGAS strain, BacTiter-Glo luminescence; 300,000 tested, 1.3% active; inhibition, % at 7.5 µM; AID 1662, 2009; 6 h;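 active means mean replicate score, as percent of positive control median, at least 50; inconclusive means mean below 50 but one replicate at or above 50; inactive means mean and every replicate below 50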;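 further: strain carries kanamycin resistance gene driven by streptokinase promoter and grows in 40 µg/ml kanamycin; loss of luminescence reflects streptokinase promoter inhibition or plain growth inhibition; 0% = median of DMSO wells and 100% = positive control at its reference dose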
The depositor's hits bear a star. Not a hit list; any-hit rate near 6.7%.

O=C(CNCc1cccc(Cl)c1)N1CCc2ccccc2C1 was read as MrgX1 agonist inactive, MrgX1 allo act inactive, TRPC6 act inactive, TMEM16A act inactive, TRPC6 inh inactive, TRPC4 potent inactive, TMEM16A inh inactive, MrgX1 antagonist inactive, TRPC4 act inactive, TRPC4 block inactive and SKKanGAS inh 11.9.
For CCCCc1ccc(N=N/C(C(=O)Nc2ccc(NC(C)=O)cc2OC)=C(/C)O)cc1 the results were MrgX1 agonist inactive, MrgX1 allo act inactive, TRPC6 act inactive, TMEM16A act inactive, TRPC6 inh inactive, TRPC4 potent inactive, TMEM16A inh inactive, MrgX1 antagonist inactive, TRPC4 act inactive, TRPC4 block inactive and SKKanGAS inh 1.1.
For c1ccc2c(N3CCCC3)nc(-c3ccncc3)nc2c1 the results were MrgX1 agonist inactive, MrgX1 allo act inactive, TRPC6 act inactive, TMEM16A act inactive, TRPC6 inh -7.25*, TRPC4 potent inactive, TMEM16A inh inactive, MrgX1 antagonist inactive, TRPC4 act inactive, TRPC4 block inactive and SKKanGAS inh -5.4.
Screening CCc1c(O)nc(SCC(=O)Nc2nc3ccccc3s2)n(C2CCCCC2)c1=O returned MrgX1 agonist inactive, MrgX1 allo act inactive, TRPC6 act inactive, TMEM16A act inactive, TRPC6 inh inactive, TRPC4 potent inactive, TMEM16A inh inactive, MrgX1 antagonist inactive, TRPC4 act inactive, TRPC4 block inactive and SKKanGAS inh inconclusive.
CCOc1c2ccc(C(=O)NCCc3cccs3)cc2nn1CC was read as MrgX1 agonist inactive, MrgX1 allo act inactive, TRPC6 act inactive, TMEM16A act inactive, TRPC6 inh inactive, TRPC4 potent inactive, TMEM16A inh inactive, MrgX1 antagonist inactive, TRPC4 act inactive, TRPC4 block inactive and SKKanGAS inh -3.7.
For OC(CN1CCN(c2cccc(Cl)c2)CC1)c1ccc(F)cc1 (stereo unspecified) the results were MrgX1 agonist inactive, MrgX1 allo act inactive, TRPC6 act inactive, TRPC6 inh inactive, TRPC4 potent inactive, TMEM16A inh inactive, MrgX1 antagonist inactive, TRPC4 act inactive, TRPC4 block inactive and SKKanGAS inh 6.4.
Cc1ccccc1OCc1nnc(SCC(=O)Nc2ccc(N3CCOCC3)cc2)n1C was read as MrgX1 agonist inactive, MrgX1 allo act inactive, TRPC6 act inactive, TMEM16A act inactive, TRPC6 inh inactive, TRPC4 potent inactive, TMEM16A inh inactive, MrgX1 antagonist inactive, TRPC4 act inactive, TRPC4 block inactive and SKKanGAS inh -5.8.
For NS(=O)(=O)c1ccc(NC(=O)Nc2ccc3c(c2)OCO3)cc1 the results were MrgX1 agonist inactive, MrgX1 allo act inactive, TRPC6 act inactive, TMEM16A act inactive, TRPC6 inh inactive, TRPC4 potent inactive, TMEM16A inh inactive, MrgX1 antagonist inactive, TRPC4 act inactive, TRPC4 block inactive and SKKanGAS inh -9.3.
COc1ccc(C2C(C#N)=C(N)SC(N)=C2C#N)cc1OC was read as MrgX1 agonist inactive, MrgX1 allo act inactive, TRPC6 act inactive, TMEM16A act inactive, TRPC6 inh inactive, TRPC4 potent inactive, TMEM16A inh inactive, MrgX1 antagonist -4.58*, TRPC4 act inactive, TRPC4 block inactive and SKKanGAS inh 8.0.
Screening COc1ccccc1NC(=O)CCc1nnc2ccc(NCc3ccco3)nn12 returned MrgX1 agonist inactive, MrgX1 allo act inactive, TRPC6 act inactive, TMEM16A act inactive, TRPC6 inh inactive, TRPC4 potent inactive, TMEM16A inh inactive, MrgX1 antagonist inactive, TRPC4 act inactive, TRPC4 block inactive and SKKanGAS inh -2.2.
For O=C(NCCCN1CCCCCC1)c1cc2c(=O)oc3ccccc3c2s1 the results were MrgX1 agonist inactive, MrgX1 allo act inactive, TRPC6 act inactive, TMEM16A act inactive, TRPC6 inh inactive, TRPC4 potent inactive, TMEM16A inh inactive, MrgX1 antagonist inactive, TRPC4 act inactive, TRPC4 block inactive and SKKanGAS inh 13.8.
Cc1ccc(N(C)C(=O)CCS(=O)(=O)c2cc3c(cc2Cl)NC(=O)CO3)cc1 was read as MrgX1 agonist inactive, MrgX1 allo act inactive, TRPC6 act inactive, TMEM16A act inactive, TRPC6 inh inactive, TRPC4 potent inactive, TMEM16A inh inactive, MrgX1 antagonist inactive, TRPC4 act inactive, TRPC4 block inactive and SKKanGAS inh -0.7.
Screening O=C(NCc1ccc2c(c1)OCO2)c1ccc2c(c1)OCCO2 returned MrgX1 agonist inactive, MrgX1 allo act inactive, TRPC6 act inactive, TMEM16A act inactive, TRPC6 inh inactive, TRPC4 potent inactive, TMEM16A inh inactive, MrgX1 antagonist inactive, TRPC4 act inactive, TRPC4 block inactive and SKKanGAS inh -0.6.
`CN(Cc1ccccc1NS(=O)(=O)c1ccc(Cl)cc1)C1CCCCC1` gave MrgX1 agonist inactive, MrgX1 allo act inactive, TRPC6 act inactive, TMEM16A act inactive, TRPC6 inh inactive, TRPC4 potent inactive, TMEM16A inh inactive, MrgX1 antagonist inactive, TRPC4 act inactive, TRPC4 block inactive and SKKanGAS inh -1.1.
For Cc1nnc(SCC(=O)N2CCN(S(=O)(=O)c3ccc(Cl)cc3)CC2)n(N)c1=O the results were MrgX1 agonist inactive, MrgX1 allo act inactive, TRPC6 act inactive, TMEM16A act -16.6*, TRPC6 inh inactive, TRPC4 potent inactive, TMEM16A inh inactive, MrgX1 antagonist inactive, TRPC4 act inactive, TRPC4 block inactive and SKKanGAS inh -1.7.
For CCN(CC)c1ccc(C(=O)OCC(=O)NC(C)(C)C)cc1 the results were MrgX1 agonist inactive, MrgX1 allo act inactive, TRPC6 act inactive, TMEM16A act inactive, TRPC6 inh inactive, TRPC4 potent inactive, TMEM16A inh inactive, MrgX1 antagonist inactive, TRPC4 act inactive, TRPC4 block inactive and SKKanGAS inh -2.7.
`COCCn1c(-c2ccc(OC(F)(F)C(F)C(F)(F)F)cc2)nc2c1c(=O)[nH]c(=O)n2CC(C)C` (stereo unspecified) gave MrgX1 agonist inactive, MrgX1 allo act inactive, TMEM16A act inactive, TMEM16A inh 100* and MrgX1 antagonist inactive.
`Cc1ccc(-n2c(=O)c3ccccc3n(CC(=O)C(C)(C)C)c2=O)cc1` gave MrgX1 agonist inactive, MrgX1 allo act inactive, TRPC6 act inactive, TMEM16A act inactive, TRPC6 inh inactive, TRPC4 potent inactive, TMEM16A inh inactive, MrgX1 antagonist inactive, TRPC4 act inactive, TRPC4 block inactive and SKKanGAS inh -1.6.
`CCCc1nc2c(c(=O)c3ccccc3n2C)c(=O)n1-c1cc(C)cc(C)c1` gave MrgX1 agonist inactive, MrgX1 allo act inactive, TRPC6 act inactive, TMEM16A act inactive, TRPC6 inh inactive, TRPC4 potent inactive, TMEM16A inh inactive, MrgX1 antagonist inactive, TRPC4 act inactive, TRPC4 block inactive and SKKanGAS inh 27.5.
`O=C(COC(=O)C1CC2CCCC(C1)C2=O)NC(=O)c1ccc(OC(F)F)cc1` (stereo unspecified) gave MrgX1 agonist inactive, MrgX1 allo act inactive, TRPC6 act inactive, TMEM16A act inactive, TRPC6 inh inactive, TRPC4 potent inactive, TMEM16A inh inactive, MrgX1 antagonist inactive, TRPC4 act inactive, TRPC4 block inactive and SKKanGAS inh -10.2.
`COc1ccc(COC(=O)c2cccc(S(=O)(=O)N3CCCC3)c2)cc1F` gave MrgX1 agonist inactive, MrgX1 allo act inactive, TRPC6 act inactive, TMEM16A act inactive, TRPC6 inh inactive, TRPC4 potent inactive, TMEM16A inh inactive, MrgX1 antagonist inactive, TRPC4 act inactive, TRPC4 block inactive and SKKanGAS inh 2.8.
`O=C(CSc1nc(Nc2ccccc2)nc(N2CCOCC2)n1)Nc1ccccc1Cl` gave MrgX1 agonist inactive, MrgX1 allo act inactive, TRPC6 act inactive, TMEM16A act inactive, TRPC6 inh inactive, TRPC4 potent inactive, TMEM16A inh inactive, MrgX1 antagonist inactive, TRPC4 act inactive, TRPC4 block inactive and SKKanGAS inh -2.8.
For COc1ccc(-c2nnc(COc3ccc4ccccc4c3)o2)cc1OC the results were MrgX1 agonist inactive, MrgX1 allo act inactive, TRPC6 act inactive, TMEM16A act inactive, TRPC6 inh inactive, TRPC4 potent inactive, TMEM16A inh inactive, MrgX1 antagonist inactive, TRPC4 act inactive, TRPC4 block inactive and SKKanGAS inh -9.9.
CCN(/N=C/c1ccc(N(C)C)cc1)c1nc2ccccc2[nH]1 was read as TRPC6 act inactive, TMEM16A act inactive, TRPC6 inh inactive, TRPC4 potent inactive, TRPC4 act inactive, TRPC4 block inactive and SKKanGAS inh -5.2.
For CCC(CC)C(=O)N1CCCC(c2nc(-c3cccs3)no2)C1 (stereo unspecified) the results were MrgX1 agonist inactive, MrgX1 allo act inactive, TRPC6 act inactive, TMEM16A act inactive, TRPC6 inh inactive, TRPC4 potent inactive, TMEM16A inh inactive, MrgX1 antagonist inactive, TRPC4 act inactive, TRPC4 block inactive and SKKanGAS inh 2.8.
CCOC(=O)c1sc(NC(=O)COC(=O)C(CCSC)NC(C)=O)nc1C (stereo unspecified) was read as MrgX1 agonist inactive, MrgX1 allo act inactive, TRPC6 act inactive, TMEM16A act inactive, TRPC6 inh inactive, TRPC4 potent inactive, TMEM16A inh inactive, MrgX1 antagonist inactive, TRPC4 act inactive, TRPC4 block inactive and SKKanGAS inh 2.7.
